Pf growth 48h – P. falciparum growth inhibition at 48 hours (one generation); P. falciparum luciferase growth in erythrocytes, 48 h; Potency, µM (doses to about 28.7 µM), inactives show top-dose activity change, negative = inhibition, actives largely listed as inhibitors; hit rate 5.9% among 310,000; also: potency is read from the fitted curve at half-maximal effect; % is scaled to controls: 0 for no effect and ±100 for the full control effect
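Cell-based growth assay: transgenic P. falciparum expressing firefly luciferase, cultured in red cells within RPMI 1640 containing 0.5% w/v Albumax, 24 mM bicarbonate and gentamycin. A drop in luciferase activity indicates inhibition.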
CHX counter – counter-screen hit for Shiga toxin inhibitors, cycloheximide | hit rate 12% among 300,000 | cell reporter, cycloheximide protein synthesis inhibition counterscreen | max response, %; in the data active = max response mostly above about 13%, no sharp cut-off; inactive = mostly below about 14%; also: read at 38.3 µM for the half of the compounds with a filed dose; 0% is about no effect
Shiga inhibitor – inhibitors of Shiga toxin in Vero cells. Vero cells, Shiga toxin protein synthesis inhibition reporter. inhibition, % at 38.7 µM. hit rate 9.2% among 290,000. AID 2315; in the data active = inhibition mostly above about 28%, no sharp cut-off; inactive = mostly below about 43%; also: 0% is about no effect
HCV inhibitor – blocks hepatitis C virus; Huh7.5.1 HCVcc-Cre infection, luciferase reporter, 44 h; Potency, µM (series often up to 41.8 µM), without a hit: top-dose activity change, negative = inhibition, hits mostly inhibitors; hit rate 3.4% among 340,000; also: potency is read from the fitted curve at half-maximal effect; % is scaled to controls: 0 for no effect and ±100 for the full control effect
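Reporter virus HCVcc-Cre (~0.5 moi) infects cells exposed to compound; seeding density 1,000 cells/well with 4 h settling beforehand. Luminescence, 15 sec read, taken 44 h post-infection following a 15 min RT substrate incubation.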
Pf growth 96h – inhibits malaria parasite growth, 96 h; AID 504834; P. falciparum luciferase reporter growth, 96 h; Potency, µM (highest dose often 28.7 µM), inactives show at the top dose activity change, negative = inhibition, hits mostly inhibitors; hit rate 6.9% among 320,000; also: potency is read from the fitted curve at half-maximal effect; % is scaled to controls: 0 for no effect and ±100 for the full control effect
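Plates of compound plus infected erythrocytes (2% hematocrit, 0.05% parasitemia final) incubate 96 hours, 37 C, 5% CO2. Detection reagent added; reduced luminescence from the parasites' luciferase reporter flags inhibition.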
FBPA Giardia inh – Giardia lamblia aldolase inhibition; A8B2U2; purified Giardia FBPA; Potency, µM (highest dose often 59.6 µM), inactives show top-dose activity, negative = inhibition, actives largely listed as inhibitors; hit rate 0.71% among 290,000; AID 2451; also: potency is read from the fitted curve at half-maximal effect; % is scaled to controls: 0 for no effect and ±100 for the full control effect; nearly all actives have a fitted effect of over 55% in size
Target sequence (A8B2U2 whole entry, looked up): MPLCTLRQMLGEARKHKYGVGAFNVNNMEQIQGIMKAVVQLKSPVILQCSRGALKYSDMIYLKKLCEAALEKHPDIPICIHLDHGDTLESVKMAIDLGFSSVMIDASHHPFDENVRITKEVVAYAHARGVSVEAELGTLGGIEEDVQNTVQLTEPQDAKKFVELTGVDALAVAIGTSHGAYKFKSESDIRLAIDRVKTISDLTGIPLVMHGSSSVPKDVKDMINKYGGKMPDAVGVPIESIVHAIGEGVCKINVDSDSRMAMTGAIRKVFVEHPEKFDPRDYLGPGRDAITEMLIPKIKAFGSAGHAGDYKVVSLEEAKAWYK
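40 nM FBPA preincubated 10 min at RT with compound (up to 57.5 uM final), then substrate plus GAPDH/TPI/NAD/arsenate coupling and diaphorase/resazurin added. Fluorescence read after 20 min at RT, 525/598 nm.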
Active calls of the source: *; i = inactive; ? = inconclusive; / = not tested or not shown; [ ] = dose if it differs, or a comment. Unless noted, calls follow the shape of the dose curve; as a rule, active = well fitted curve in the direction sought with a large enough effect; inconclusive = small, poorly fitted or top-dose-only effect, or another doubt; inactive = no such curve, though single readings can be large; an effect the other way counts as inactive or inconclusive.

Each structure is followed by: Pf growth 48h	CHX counter	Shiga inhibitor	HCV inhibitor	Pf growth 96h	FBPA Giardia inh
Cc1cccc(NC(=O)N(Cc2nc3ccccc3c(=O)[nH]2)C2CCCC2)c1
    ?	17	31	3%	-8%[5.75 µM]	-1%
CC(=O)NC(CCS(C)(=O)=O)C(=O)Nc1ccccc1C (stereo unspecified)
    0%	-1	-3	-1%	63%	3%
OC(CNCCCCNCC(O)C(F)(F)F)C(F)(F)F (stereo unspecified)
    11%	-2	-14	3%	27%	3%
Cc1csc2c(SCC(=O)NNS(=O)(=O)c3cccc(C(F)(F)F)c3)ncnc12
    0%	1	-20	25%	2%	6%
COc1cc(O)cc(O)c1C(=O)/C=C/c1ccccc1
    ?	8.9*	8	?	45%[activator]	2%
N#C/C(=C\c1ccc(-c2cccc([N+](=O)[O-])c2)o1)C(=O)N1CCOCC1
    2%	12	-18	-6%	?	-6%
COc1cccc(/C=N/NC(=O)CSc2nnc(C)n2-c2ccccc2)c1OC
    19%	-3	-12	?	?	1%
Cc1ccc(/C=N\NC(=O)c2cncc(Br)c2)o1
    29%	-2	14	9%	15%	-2%
COC(=O)[C@H](C)NC(=O)Nc1cccc(C)c1
    21%	4	15	4%	38%[activator]	7%
Cc1onc(-c2ccccc2)c1C(=O)OCc1nnc(-c2ccccc2)o1
    4%	/	/	19%	?	/
O=C(c1ccc(F)cc1)N(Cc1ccco1)C1CCS(=O)(=O)C1 (stereo unspecified)
    -7%	-1	-15	1%	3%	-1%
CC(C)C(c1nnnn1Cc1ccco1)N1CCN(C2CCCC2)CC1 (stereo unspecified)
    9%	-3	30	20%	1%	4%
CC1CC(C)CN(c2nc(N(C)c3ccccc3)nc(N)c2[N+](=O)[O-])C1 (stereo unspecified)
    ?	-3	23	?	1%	1%
COc1ccc(N(C)C(=O)Cn2c(=O)oc3ccccc32)c(OC)c1
    24%	7	-4	4%	?	-24%
CC1(C)COC(/C=C/c2cccc([N+](=O)[O-])c2)=N1
    ?	34*	65*	?	-31%	1%
O=C(CSc1nnc(-c2ccccn2)o1)Nc1ccccc1Cl
    106%[activator]	33*	71*	-1%	-5%	6%
c1ccc(COC2CCCN(Cc3nc(-c4cnccn4)no3)C2)cc1 (stereo unspecified)
    15%	-3	11	8%	?	-2%
O=C(CN1CCN(c2ccccc2)CC1)NC(=O)NCc1ccco1
    -6%	-2	25	-17%	-5%	2%
NC(=O)C1CCN(S(=O)(=O)c2cc3c4c(c2)CCN4C(=O)CC3)CC1
    ?	/	/	-1%	-9%	/
O=C(CN(C(=O)CCC(=O)Nc1nccs1)c1ccc2c(c1)OCO2)NCc1ccc(F)cc1
    ?	-1	-3	-14%	33%[activator]	-7%
O=C(O)c1ccc(-n2cccc2/C=C2/NC(=O)N(c3cccc(Cl)c3)C2=O)cc1
    -1%	-2	-17	-21%	3%	-8%
CC(=O)NN1C(=O)c2ccccc2NC1c1cccnc1 (stereo unspecified)
    18%	-3	21	36%[activator]	?	1%
CC(C)c1ccc2[nH]c3nc(SCC(=O)N4CCOCC4)nnc3c2c1
    104%[activator]	23	32	-5%	?	-1%
O=C(N/N=C/c1cccnc1)c1ccccc1OCc1ccc(Br)cc1
    9.3µM*	16	32	?	3%	?
O=c1oc2ccccc2cc1N1CCOCC1
    23%	-3	-14	-3%	27%	-4%
C/C(CC(=O)Nc1ccc(C)c(Cl)c1)=N\NC(=O)c1ccco1
    14%	45*	94*	-3%	15%	-11%
Cc1ccc(NC(=O)CSc2nnc(-c3ccccc3C)o2)cc1C
    43%[activator]	1	25	-10%	27%	-2%
COC(=O)c1ccc(N2CCN(C(C)=O)CC2)c(NC(=O)COc2ccccc2C)c1
    ?	-3	-6	-16%	13%	0%
CC(=O)N1CCN(C(=O)COC(=O)c2oc3ccccc3c2C)CC1
    20%	/	/	-9%	-19%	/
CCCCN(C)CCCNC(=O)c1ccc(N2CCCC2=O)cc1
    0%	-3	-11	7%	21%	0%

Single values from above:
Reading of COc1cc(O)cc(O)c1C(=O)/C=C/c1ccccc1 under FBPA Giardia inh: 2%
Reading of O=C(CSc1nnc(-c2ccccn2)o1)Nc1ccccc1Cl under CHX counter: 33*

The main list resumes; the two compounds before the break are reprinted first.
Each structure is followed by: Pf growth 48h	CHX counter	Shiga inhibitor	HCV inhibitor	Pf growth 96h	FBPA Giardia inh
CC(=O)N1CCN(C(=O)COC(=O)c2oc3ccccc3c2C)CC1
    20%	/	/	-9%	-19%	/
CCCCN(C)CCCNC(=O)c1ccc(N2CCCC2=O)cc1
    0%	-3	-11	7%	21%	0%
Cc1ccc(NC(=O)C2COc3ccccc3O2)cc1S(=O)(=O)N1CCCCC1 (stereo unspecified)
    9.3µM*	/	/	11µM*	?	/
Cc1cccc(CC2S/C(=N/c3ccccn3)NC2=O)c1 (stereo unspecified)
    ?	5	9	10%	i	3%
CC1CCCCC1NC(=O)/C(C#N)=C/C=C/c1ccccc1[N+](=O)[O-] (stereo unspecified)
    -19%	33*	52*	11µM*	12µM*	-4%
CC(=O)c1cccc(OCC(O)CNCC2CCCCC2)c1 (stereo unspecified)
    6%[0.00184 µM]	-4	-9	11%	-19%	?
O=C(CN1C(=O)c2ccccc2S1(=O)=O)NCc1ccc2c(c1)OCO2
    -5%	11	1	4%	9.3µM*	3%
O=C(CN1CCCC1)N1CCCC(c2ccc(F)cc2)c2ccc(F)cc21 (stereo unspecified)
    -27%	-4	-10	11%	?	-9%
CCCN(CC(=O)NC(=O)NC1CCCCC1)CC(=O)Nc1cc(Cl)ccc1Cl
    ?	/	/	?	?	/
O=C1CSC(c2ccccc2Cl)N1 (stereo unspecified)
    -6%	-4	13	26%	8%	-2%
COc1ccccc1NC(=O)CN1CCN(C(=O)C2CCCO2)CC1 (stereo unspecified)
    -6%	-2	-5	/	26%	7%
Cc1cc(OCC(=O)N(Cc2ccccc2)C2CCS(=O)(=O)C2)ccc1Cl (stereo unspecified)
    2%	-3	-4	22%	?	/
O=S(=O)(/N=C(/NNS(=O)(=O)c1ccccc1)c1ccccc1)c1ccccc1
    6%	-3	14	-4%	47%[activator]	-8%
Cc1ccc(S(=O)(=O)N2CCOCC2)cc1C(=O)OCC(=O)NC1CCCC(C)C1C (stereo unspecified)
    ?	/	/	?	?	/
Cc1cc(C)c(NC(=O)COC(=O)C2=COCCO2)c(Cl)c1
    -21%	/	/	-4%	8%	/
Cc1ccc(S(=O)(=O)N2CCN(C(=O)CSc3ccc(Cl)cc3)CC2)cc1
    ?	-3	15	-1%	?	18%
CC(C)OC(=O)c1ccc(COC(=O)c2cccc(-c3nnc(-c4ccccc4)o3)c2)cc1
    80%[activator]	17*	32	23%	?	0%
CCOC(=O)c1sc2ncn(/N=C/c3ccc(O)c(OC)c3)c(=O)c2c1C
    -15%	-1	16	-19%	10%	0%
Cc1ccc(N(CC(=O)NCc2ccc(F)cc2)S(=O)(=O)c2cccs2)cc1
    /	6	-10	9%	4.7µM*	2%
CN(CCC(=O)Nc1cc(S(=O)(=O)N(C)C)ccc1Cl)CC(=O)Nc1ccc(F)cc1
    ?	-2	2	?	-15%	0%
CNS(=O)(=O)c1cccc(C(=O)OCC(=O)N2c3ccccc3NC(=O)C2(C)C)c1
    ?	/	/	0%	-26%	/
O=C(CCSc1ccccc1)NNC(=O)c1ccccc1F
    27%	/	/	4%	41%[activator]	/
Cc1ccc(-c2nnn(Cc3nc(N)nc(N4CCOCC4)n3)n2)cc1
    -10%	-3	-8	?	?	-2%
O=C(NC(c1ccc(Cl)cc1)P(=O)(Oc1ccccc1)Oc1ccccc1)OCc1ccccc1 (stereo unspecified)
    -1%	-1	-7	-3%	-15%	0%
CC(C)OC(=O)CSc1nnc(COc2ccc([N+](=O)[O-])cc2)n1C
    ?	-4	-8	-8%	28%	1%
CC(C)(C)n1nc2c(c1NC(=O)Cc1ccc([N+](=O)[O-])cc1)CS(=O)(=O)C2
    ?	0	-5	27%	-2%	/
O=C(CCn1c(=O)[nH]c2ccsc2c1=O)N1CC(=O)N(CCc2ccccc2)C(=O)C1
    1%	1	21	14%	15%	1%
COc1ccc(CCNS(=O)(=O)CCNC(=O)c2ccc(OC)cc2)cc1
    48%[activator]	/	/	-24%	26%	/
N#C/C(=C\c1ccccc1OCc1ccc(C(=O)O)cc1)C(=O)Nc1ccc(O)cc1
    -7%	11	9	-18%	-7%	-2%
Cc1ccc(CN2C(=O)CCC2C(=O)NCC2CCCO2)cc1 (stereo unspecified)
    1%	-1	-3	-1%	?	6%
O=C(Nc1ccc(O)cc1)/C(=C/c1ccco1)NC(=O)c1ccccc1
    -15%	-1	2	12%	-7%	-4%
O=c1ccc2ccccc2[nH]1
    /	-5	2	/	/	?
Cc1ccc2c(Cn3ccnc3)cc(=O)oc2c1C
    -10%	15	44	5%	12%	0%
CCOC(=O)CN1CC23C=CC(O2)C(C(=O)Nc2ccc(F)c(C)c2)C3C1=O (stereo unspecified)
    1%	-1	-11	4%	5%	4%
COc1ccc(/C=C(\NC(=O)c2ccco2)C(=O)Nc2ccc(C(C)=O)cc2)cc1
    -1%	-1	-8	2%	?	/
COc1cccc(N2CCN(CC(=O)N3CCN(S(=O)(=O)c4ccc(Cl)cc4)CC3)CC2)c1
    ?	/	/	?	?	/
Nc1c(-c2ccccc2Cl)cnn1-c1cccc([N+](=O)[O-])c1
    61%[activator]	18	48	6%	?	-3%
COc1ccc(N2CCN(CCCNC(=O)C3CCC(CNc4nc(=S)[nH]c5ccccc45)CC3)CC2)cc1 (stereo unspecified)
    ?	8	-18	2.5µM*	-27%	2%
CCOc1ccc(-c2nnc3ccc(SCc4ccc(C(=O)OC)o4)nn23)cc1
    /	6	-7	?	-8%	-13%
CCCN1CCN(CCCNC(=O)CN2C(=O)c3cccnc3Oc3ccc(C)cc32)CC1
    1%	5	11	4%	3%	21%
O=S(=O)(Cc1ccc(Cl)cc1)N1CCCCCC1
    20%	13	-29	8%	30%[activator]	/
O=C1CN=C(c2cccc(Br)c2)c2cc(Br)ccc2N1
    -4%	-2	2	-28%	-1%	-8%
O=[N+]([O-])c1ccc(C2OCCO2)cc1CS(=O)(=O)c1ccccc1
    5%	3	-10	-1%	1%	1%
COc1ccc(NC(=O)C2CCC(=O)N2)cc1 (stereo unspecified)
    6%	-3	-24	-1%	8%	-4%
C=CCn1c(SCC(=O)N(C(C)CC)C2CCS(=O)(=O)C2)nc2ccccc2c1=O (stereo unspecified)
    ?	/	/	-6%	5.9µM*	/
CS(=O)(=O)c1ccc2nc(NC(=O)CCNC(=O)c3ccccc3Cl)sc2c1
    10µM*	/	/	-4%	-104%	/
O=C(O)c1cccc(Cn2c(Cl)c(/C=N/NC(=O)c3ccccc3O)sc2=O)c1
    43%[activator]	17*	31	13%	-4%	13%
Cc1ccc(C)c(C(=O)CCC(=O)Nc2cccnc2)c1
    -17%	-2	-13	13%	?	0%
COCCNC(=O)C1CC2Cn3c(nc4cc(Cl)c(Cl)cc43)C2N1C (stereo unspecified)
    -1%	1	-3	24%	-15%	-2%
CC(=O)N(CCO)Cc1cc2cc(C)cc(C)c2[nH]c1=O
    30%	-2	13	24%	?	0%
Cc1ccsc1C(=O)N1CCCC(CCC(=O)NCc2ccc(F)c(F)c2)C1 (stereo unspecified)
    ?	10	18	-13%	-6%	16%
COc1cccc(/C=N/Nc2ccc([N+](=O)[O-])cn2)c1O
    ?	40*	91*	1.1µM*	?	2%

From PubChem
